Smad3 inh: inhibitors of human Smad3 transcription factor binding; TR-FRET Smad3/Dy647-FoxH1 peptide binding, europium anti-His; inhibition, % at 25 µM; 88,000 compounds, 0.29% hits; AID 630;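 active = compounds that reduce the energy-transfer binding signal between the protein and its labelled peptide by more than half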;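 note: 0% = Smad3 plus labelled peptide maximal FRET and 100% = peptide-only background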
Target sequence (P84022 whole entry, looked up): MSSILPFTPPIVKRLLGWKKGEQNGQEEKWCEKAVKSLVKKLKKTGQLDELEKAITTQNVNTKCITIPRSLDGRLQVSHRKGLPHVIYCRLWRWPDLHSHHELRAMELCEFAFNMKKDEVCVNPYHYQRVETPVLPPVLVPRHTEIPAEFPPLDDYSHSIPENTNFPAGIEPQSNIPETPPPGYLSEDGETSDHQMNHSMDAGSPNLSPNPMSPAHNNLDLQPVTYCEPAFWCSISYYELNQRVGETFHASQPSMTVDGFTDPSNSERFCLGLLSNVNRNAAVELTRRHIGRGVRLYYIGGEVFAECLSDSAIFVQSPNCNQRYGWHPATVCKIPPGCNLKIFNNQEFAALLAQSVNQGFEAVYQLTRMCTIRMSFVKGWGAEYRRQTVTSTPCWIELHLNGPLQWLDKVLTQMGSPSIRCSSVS
Mac1 fbg enh: enhancers of human CD11b/CD18 binding to fibrinogen | AID 1499 | P05107+P11215 | K562 CD11b/CD18 adhesion to fibrinogen, ATPlite luminescence | 93,000 compounds, 0.07% hits | activation, % at 10 µM;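 active = 10 µM primary screen giving 50% or more activity, confirmed by 40% or more on retest at that dose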; note: strong numbers were not always called active
ERa SRC1 pot: ER-alpha (human) coactivator binding potentiation. P03372. TR-FRET ERalpha-LBD/SRC-Cy5 coactivator binding, 2 h; 100 = basal binding, no effect. coactivator binding (% of control), % at 25.6 µM. 86,000 compounds, 1.3% hits. AID 639; in the data active = activity above about 200%;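 note: binding measured in presence of low estradiol as agonist stimulus; 0% = peptide alone without receptor and 100% = receptor with peptide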
Target sequence (P03372 whole entry, looked up, the tested form may be a part): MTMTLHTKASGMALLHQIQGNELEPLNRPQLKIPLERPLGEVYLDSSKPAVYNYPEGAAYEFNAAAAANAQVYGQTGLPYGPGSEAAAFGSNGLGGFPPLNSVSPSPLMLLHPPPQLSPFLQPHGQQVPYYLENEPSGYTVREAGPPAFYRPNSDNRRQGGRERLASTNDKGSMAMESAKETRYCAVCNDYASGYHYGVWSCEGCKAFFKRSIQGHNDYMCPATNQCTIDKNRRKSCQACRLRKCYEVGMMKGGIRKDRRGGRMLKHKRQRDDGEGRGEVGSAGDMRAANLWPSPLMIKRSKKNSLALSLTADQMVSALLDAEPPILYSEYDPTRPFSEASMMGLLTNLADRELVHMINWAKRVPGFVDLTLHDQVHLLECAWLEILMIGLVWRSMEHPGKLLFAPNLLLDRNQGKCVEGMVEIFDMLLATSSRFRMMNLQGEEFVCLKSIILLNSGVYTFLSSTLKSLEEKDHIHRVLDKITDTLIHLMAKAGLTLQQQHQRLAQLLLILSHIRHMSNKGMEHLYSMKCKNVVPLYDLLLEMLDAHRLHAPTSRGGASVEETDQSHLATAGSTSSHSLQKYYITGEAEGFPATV
Fibroblast inh: blocks proliferation of human lung fibroblasts; LL 47 human lung fibroblast viability, ATP luminescence; stronger effect = lower value; viability, % at 10 µM; 85,000 compounds, 1.1% hits; AID 719;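 active = viability at or below 50% in the single dose screen; inactive = viability above 50%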;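 note: compound exposure lasted 72 h before the ATP readout; 100% = median luminescence of untreated cell-only wells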
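Times – overnight cell rest, 72 h compound treatment at 37 °C · Test system – human lung fibroblast line LL 47, low passage · Amount – 1,150 cells in each well · Controls – cell-only wells, no compound · Doses – 0.1% DMSO in all compound wells · Measured by – CellTiter-Glo luminescence · Buffer or medium – IMEM plus 15% FBS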
HUVEC prolif 384: blocks proliferation of human endothelial cells | HUVEC proliferation, CellTiter-Glo luminescence, 72 h; stronger effect = lower value | viability, % at 10 µM (by protocol) | 86,000 compounds, 1.1% hits;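 active = viability at or below 30%; inactive = viability above 30%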;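 note: 100% = median luminescence of DMSO-only cell control wells on each plate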
ERb SRC1 inh: blocks coactivator binding to human estrogen receptor beta; inhibition, % at 25.6 µM; TR-FRET ER-beta LBD / SRC1-Cy5 peptide binding; receptor agonist-loaded with 1 µM estradiol; Q92731; 86,000 compounds, 1.3% hits;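 active = compounds whose percent inhibition of the receptor-coactivator binding signal exceeds about 50% in the single-dose screen, limit read from the data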;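 note: 0% = receptor plus peptide wells without compound and 100% = peptide-only wells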
ERa SRC1 inh: blocks coactivator binding to human estrogen receptor alpha; P03372; TR-FRET ER-alpha LBD / SRC-1 peptide, estradiol-bound; inhibition, % at 25.6 µM; 86,000 compounds, 1.7% hits; in the data active = inhibition above about 50%;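 note: 0% = receptor plus peptide control and 100% = peptide only without receptor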
MT1-MMP txn act: MT1-MMP promoter transcription activation | HT1080 MT1-MMP promoter luciferase reporter, luminescence, overnight; stronger effect = higher value | activation factor at 10 µM | 86,000 compounds, 0.16% hits | AID 750;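 active = activation factor of at least 2 for MT1-MMP transcription at 10 µM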
H69AR inhibit: growth inhibitors of human H69AR lung tumor cells. H69AR lung tumor viability, ATP luminescence, 72 h; stronger effect = lower value. viability, % at 10 µM. 85,000 compounds, 6% hits;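 active = viability at or below 40%; inactive = viability above 40%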;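 note: multidrug resistant small cell line overexpressing MRP-1 efflux transporter; 100% = mean luminescence of untreated control wells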
* hit, by the source's call; . = not tested or not shown; [ ] = remark or other dose. This is a subset; rates above refer to the full screens.

Under each structure – Smad3 inh | Mac1 fbg enh | ERa SRC1 pot | Fibroblast inh | HUVEC prolif 384 | ERb SRC1 inh | ERa SRC1 inh | MT1-MMP txn act | H69AR inhibit
CCOC(=O)c1c(NS(=O)(=O)c2cccc(OC)c2)sc2c1CCC2
 : 4 | -1 | 75 | 100 | 74 | 13 | -5 | 1.1 | 87
CCc1nnc(NC(=O)CCC(=O)N2CCN(c3ccccn3)CC2)s1
 : -5 | . | 103 | 100 | 91 | -9 | -4 | 1.1 | 92
CCOC(=O)N1CCC(NC(=O)c2cc(C)c3c(C)nn(-c4ccccc4)c3n2)CC1
 : 32[fluorescence artefact?] | -6 | 144[fluorescence artefact?] | 95 | 85 | -10[fluorescence artefact?] | -48 | 1.2 | 22*
Cc1cc(Cl)c(S(=O)(=O)Nc2ccc(Cl)cn2)cc1OCC(N)=O
 : 3 | . | 105 | 110 | 103 | 3 | 4 | 1.2 | 105
Cn1cc(S(=O)(=O)Nc2ccc(F)cc2F)c(=O)n(C)c1=O
 : -1 | -2 | 84 | 108 | 98 | 2[fluorescence artefact?] | 5 | . | 104
CC(C)NCC(O)COc1c(F)cc(Br)cc1F (centres undefined)
 : 5 | -5 | 95 | 102 | 101 | -9 | -3[fluorescence artefact?] | 1.1 | 82
c1ccc2c(c1)CC1(CCCCC1)n1nnnc1-2
 : 1 | . | 105 | 92 | 90 | -14 | -22 | 1.3 | 90
O=C(NC12CC3CC(CC(C3)C1)C2)C1=COCCO1
 : 6 | -2 | 104 | 97 | 98 | -4 | -1 | 1.2 | 96
CCCSc1nc(C)cc(C)c1C(N)=O
 : 0 | -5 | 107 | 99 | 95 | -15 | 8 | 1.2 | 93
COc1ccc(CC(=O)Nc2cc(C)on2)cc1
 : 9 | 4 | 108 | 102 | 106 | -12 | -2 | 1.3 | 95
CCOc1ccc(S(=O)(=O)N2CCN(Cc3ccccc3)CC2)c2cccnc12
 : 13[fluorescence artefact?] | -1 | 94[fluorescence artefact?] | 99 | 101 | 9 | -14 | 1.3 | 49
O=C(COc1ccc2ccccc2c1)NC1CC1
 : 0 | 4 | 94 | 107 | 102 | 2 | 2 | 1.6 | 107
CCOc1ccc2cc(/C=C/C(=O)c3ccco3)c(Cl)nc2c1
 : -5 | 0 | 77[fluorescence artefact?] | 97 | 76 | 15 | 17[fluorescence artefact?] | 1.5 | 2.4*
Cc1cc(C)n(CC2CC(=O)N(c3ccc(F)c(Cl)c3)C2=O)n1 (centres undefined)
 : -14 | -4 | 95 | 106 | 95 | 12 | 26[fluorescence artefact?] | 1 | 88
COc1cc(NC2c3ccccc3C(=O)N2c2ccc(C)cn2)cc(OC)c1OC (centres undefined)
 : -3 | -1 | 94[fluorescence artefact?] | 96 | 96 | -8 | -13 | 1.3 | 93
Cn1c(CCC(=O)Nc2ccc(N3CCOCC3)cc2)nc(=O)c2ccccc21
 : -3 | 3 | 94[fluorescence artefact?] | 93 | 84 | 7 | -1[fluorescence artefact?] | 1 | 78
COc1ccc(CC(=O)NCc2cn3ccsc3n2)cc1
 : 3 | -2 | 125 | 98 | 102 | -1 | 3 | 1.2 | 1.0*
COc1ccc(OC)c(NC(=O)C2CCCC2)c1
 : -5 | 3 | 102 | 95 | 101 | 14 | 14 | 1.1 | 93
Cc1cccc(N2C(=O)CC(N3CCC(c4nc5ccccc5[nH]4)CC3)C2=O)c1 (centres undefined)
 : -2 | 0 | 92 | 96 | 77 | -2 | -6 | . | 109
O=C(c1ccc(Br)o1)N1CCN(C/C=C/c2ccccc2)CC1
 : 9[fluorescence artefact?] | 4 | 104 | 94 | 97 | -5 | -5 | 1.1 | 84
COc1ccccc1NC(=O)C(C/C=C(/C)Cl)C(C)=O (centres undefined)
 : -6 | . | 104 | 100 | 105 | 26 | 21 | 1.9 | 87
CCCn1c(=NC(=O)c2ccncc2)c(C#N)cc2c(=O)n3cccc(C)c3nc21
 : 0 | . | 115[fluorescence artefact?] | 99 | 92 | 4 | -1 | 1.1 | 63
CCOC(=O)CCNCC1COc2ccccc2O1 (centres undefined)
 : -7 | 2 | 87[fluorescence artefact?] | 105 | 94 | 4 | 3 | 1 | .
Cc1ccc(Cl)cc1N1CCN(CC(=O)Nc2ccc(CN3CCCCC3)cc2)CC1
 : 12 | . | 102 | 28* | 8.2* | -27[fluorescence artefact?] | -21 | 1.2 | 2.9*
COc1ccccc1CC1(C)NC(=O)N(CC(=O)N2CCc3ccccc3C2)C1=O (centres undefined)
 : 1 | 1 | 109 | 101 | 97 | -8 | -5 | 1.2 | 105
CCn1cc(S(=O)(=O)CC(=O)Nc2ccc(C)cc2)c2ccccc21
 : 2 | -6 | 85 | 101 | 103 | 2[fluorescence artefact?] | -5 | 1 | 74
C[C@]12CC[C@@H]3c4ccc(O[C@@H]5O[C@H](C(=O)O)[C@@H](O)[C@H](O)[C@H]5O)cc4CC[C@H]3[C@@H]1C[C@@H](O)[C@@H]2O
 : 2 | . | 429* | 93 | 103 | 10 | -8 | 1.1 | 93
O=c1c2ccccc2nc2n1-c1ccccc1CCC2
 : 6 | 2 | 110[fluorescence artefact?] | 105 | 98 | 1 | 4 | 1.2 | 104
c1ccc(-c2ccc(C3=Nn4c(nnc4-c4cc(-c5ccccc5)n[nH]4)SC3)cc2)cc1
 : 5 | -1 | 83 | 75 | 56 | 21[fluorescence artefact?] | 24 | 1.3 | 50
COc1ccc(CNC(=O)C2CCN(c3nccs3)CC2)cc1
 : -13 | -4 | 96[fluorescence artefact?] | 107 | 100 | 1[fluorescence artefact?] | 4 | 1 | 100
CCCN1Cc2cccc(C(=O)NC(C)c3cccs3)c2C1=O (centres undefined)
 : 3 | 2 | 95 | 96 | 82 | 2 | 0 | 1.1 | 80
O=C(CCS(=O)(=O)c1ccc(Cl)cc1)N1CCN(c2ccccc2F)CC1
 : -3 | -2 | 95 | 117 | 96 | -7 | -9 | 1.3 | 101
CN(C(=O)c1cnc2n(c1=O)CCS2)C1CCCCC1
 : -7 | -1 | 107 | 105 | 102 | -9[fluorescence artefact?] | 0 | 1.3 | 90
CCOC(=O)c1oc2ccccc2c1CN1CCOCC1
 : -17 | -4 | 93 | 98 | 111 | 1[fluorescence artefact?] | 0 | 1.1 | 95
CN(C)C(=O)CCCc1nc(-c2ccc(Cl)cc2)no1
 : 15[fluorescence artefact?] | 0 | 101 | 103 | 108 | -5 | 2 | 1.5 | 106
CC(CCc1ccccc1)NC(=O)c1ccc(Br)o1 (centres undefined)
 : -5[fluorescence artefact?] | . | 111 | 89 | 94 | 1 | 8 | 1 | 93
CCOc1ccccc1NC(=O)CC(O)(C(F)(F)F)C(F)(F)F
 : 2 | . | 116 | 102 | 93 | -3 | 21 | 1.1 | 90
O=C(O)CSc1nnc(-c2cccnc2)n1Cc1ccccc1
 : -3 | 2 | 87 | 96 | 100 | -4 | 3 | 0.9 | 97
COCc1nnc(NS(=O)(=O)c2c(C)cc(C)cc2C)s1
 : -2 | -3 | 94 | 101 | 97 | -4 | -2 | 1.1 | 98
CC(C)OCCCNC(=O)c1ccc(CS(=O)(=O)Cc2ccccc2F)o1
 : 11 | . | 92 | 94 | 86 | -7 | 4 | 1.2 | 91
CSCCC(NC(=O)c1ccc(=O)n(C)n1)c1nc2ccccc2[nH]1 (centres undefined)
 : 5 | -4 | 141 | . | 106 | 3 | -1 | 1.1 | 111
COc1ccc(S(=O)(=O)N2CCC(C(=O)N3CCCC3)CC2)cc1Cl
 : -12 | 0 | 87 | 91 | 96 | 6 | -5 | 1.1 | 86
Cc1cc2nc(C)n(CCCN)c2cc1C
 : 11[fluorescence artefact?] | . | 108 | 73 | 93 | -29 | -33 | 1.3 | 13*
COc1ccc(OC)c(CCNC(=O)CN2C(=O)CC(C)(C)S(=O)(=O)c3ccccc32)c1
 : 11 | 0 | 112 | 97 | 100 | -8[fluorescence artefact?] | -4 | 1.1 | 93
CCCCNC(=O)c1ccccc1C(=O)NCCCC
 : 3 | -4 | 115 | 106 | 101 | -1 | 1 | 1.1 | 95
COCCCn1cnc2oc3nc4ccccc4nc3c2c1=O
 : 15 | -1 | 124 | 102 | 118 | 0 | -1[fluorescence artefact?] | 1.1 | 93
O=C(c1oc2ccccc2c1N1CCCCC1)N1CCCCC1
 : 2 | -1 | 107 | 96 | 95 | -6 | -1 | 1.1 | 95
O=C(C1CCCO1)N(Cc1ccccc1)c1ccccc1 (centres undefined)
 : 1 | 8 | 93[fluorescence artefact?] | 102 | 101 | -5 | -6 | 1.1 | 98
Nc1nnc(SCc2ccc(F)cc2)n1-c1ccccc1
 : 5 | . | 111 | 102 | 94 | -2[fluorescence artefact?] | -2 | 1 | 89
O=C(c1ccccc1)N1CCN(Cc2ccccc2)CC1
 : 9 | . | 109 | 96 | 89 | -5[fluorescence artefact?] | -13 | 1.3 | 93
Cc1ccc(-n2nc(C)c3c2OC(N)=C(C#N)C3c2ccoc2)cc1 (centres undefined)
 : 2 | -4 | 99 | 90 | 78 | -2 | -4 | 1.1 | 86
Cc1ccc(C)c(N(Cc2ccccc2F)S(C)(=O)=O)c1
 : 9 | . | 103 | 96 | 98 | -1 | 28 | 0.9 | 107
CCOCCCNC(=O)C1CCN(S(=O)(=O)N(CC(C)C)CC(C)C)CC1
 : 2 | -2 | 135 | 92 | 92 | 0 | -1 | . | 91
Cc1cc(Cl)c(S(=O)(=O)NCc2ccncc2)cc1OCC(N)=O
 : 1 | -1 | 103 | 93 | 80 | 15 | -5 | 1.2 | 94
CC(C)CNc1cc(Cl)c(S(=O)(=O)NCC(C)C)cc1C(=O)O
 : 4 | -2 | 115 | 94 | 92 | 6 | 7 | 1.1 | 84
Cc1ccc(S(=O)(=O)N(C)CCCC(=O)N2CCN(C=O)CC2)cc1
 : 12 | -2 | 109 | 100 | 104 | -7 | -3 | 1 | 87
Cc1ccc(NC(=O)CSc2nc(NS(=O)(=O)c3ccc(C)cc3)cc(=O)[nH]2)cc1
 : -7 | 1 | 106 | 101 | 80 | 2 | 0 | 1.3 | 106
CSc1ccc(-c2nnn(CC(=O)NCc3ccccc3)n2)cc1
 : 5 | -5 | 131[fluorescence artefact?] | 92 | 70 | 12 | 10 | 1.1 | 25*
CC1Cc2cc(/C(O)=C3/C(=O)C(=O)N(CCCn4ccnc4)C3c3cccnc3)ccc2O1 (centres undefined)
 : 8 | . | 99 | 101 | 101 | -6 | -4 | 1.1 | 79
CC(C)CN(CC(C)C)S(=O)(=O)N1CCC(C(=O)NCCc2ccc(Cl)cc2)CC1
 : 8 | -2 | 95 | 91 | 87 | -4 | -8 | 1.2 | 89

Single records (already shown). Values in the order: Smad3 inh | Mac1 fbg enh | ERa SRC1 pot | Fibroblast inh | HUVEC prolif 384 | ERb SRC1 inh | ERa SRC1 inh | MT1-MMP txn act | H69AR inhibit
Listed for O=C(CCS(=O)(=O)c1ccc(Cl)cc1)N1CCN(c2ccccc2F)CC1 = -3 | -2 | 95 | 117 | 96 | -7 | -9 | 1.3 | 101
Listed for CC1Cc2cc(/C(O)=C3/C(=O)C(=O)N(CCCn4ccnc4)C3c3cccnc3)ccc2O1 (centres undefined) = 8 | . | 99 | 101 | 101 | -6 | -4 | 1.1 | 79
Listed for CN(C(=O)c1cnc2n(c1=O)CCS2)C1CCCCC1 = -7 | -1 | 107 | 105 | 102 | -9[fluorescence artefact?] | 0 | 1.3 | 90
